High-throughput results from PubChem BioAssay.
OX1R antagonist: OX1R (HCRTR1) antagonists, primary screen, fluorescence, CHO/OX1R cells, Fluo-8 calcium, orexin A; Fluo-8 calcium fluorescence; inhibition, % at 5 µM; 330,000 tested, 0.43% active;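 active means inhibition above its plate's threshold, mean inhibition of all tested compounds on the plate plus 3 SD, cut at about 37% in these data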;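 further: 0% = orexin A challenge wells and 100% = SB-334867-A antagonist wells; not every result past the cut was called active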
Target sequence (O43613 whole entry, looked up): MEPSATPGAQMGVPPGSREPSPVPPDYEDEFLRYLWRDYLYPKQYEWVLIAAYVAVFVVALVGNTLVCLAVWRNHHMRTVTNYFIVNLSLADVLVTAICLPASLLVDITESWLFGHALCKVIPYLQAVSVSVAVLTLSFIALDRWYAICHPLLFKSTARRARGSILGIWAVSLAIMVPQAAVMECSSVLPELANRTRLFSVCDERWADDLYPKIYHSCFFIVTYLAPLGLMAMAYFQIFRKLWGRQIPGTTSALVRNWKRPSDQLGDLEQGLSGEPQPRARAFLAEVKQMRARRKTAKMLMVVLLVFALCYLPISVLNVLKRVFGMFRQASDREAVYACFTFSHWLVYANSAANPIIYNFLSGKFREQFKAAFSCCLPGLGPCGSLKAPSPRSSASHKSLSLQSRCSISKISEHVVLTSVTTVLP
CHT PAM: CHT positive allosteric modulators, primary screen, cell-based, membrane potential dye, choline EC20 | 310,000 tested, 0.49% active | CHT-expressing cells; active compounds read high; LV-AA mutant CHT in HEK293 cells | High affinity choline transporter 1 (Homo sapiens), Q9GZV3 | B-score at 10 µM;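 active means initial fluorescence not abnormally high and integrated response B-score, plate-corrected, over 3 SD above library mean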
Numbers without * were called inactive; i = inactive; x = no result given. An unsorted share of the library (roughly 0.83% active in at least one column).

Structure,OX1R antagonist,CHT PAM
CCCC(=O)Nc1nnc(Cc2ccccc2)s1,-24,i
CCS(=O)(=O)n1nc(-c2ccc(C)cc2)nc1N,-6,i
Cc1cccc(Oc2ccc(NC(=O)c3ccccc3C(=O)O)cc2)c1C,-17,i
COc1cc(C)nc(Oc2ccc(/C=N/O)cc2)n1,-8,i
COC(=O)c1ccc2c(=O)[nH]c(CSc3nnc(C(F)(F)F)n3C)nc2c1,-2,i
Cc1ccc(N=C2C(=S)N(c3ccc(C)cc3)C(=N)N2/N=C/c2ccc(Cl)cc2)cc1,-7,i
CCc1nnc(NC(=O)c2ccc(Cl)c(S(=O)(=O)N3CCc4ccccc4C3)c2)s1,-14,i
O=S(=O)(/N=C(\Sc1ccc(Cl)cc1)c1ccccc1)c1ccccc1,-6,i
Cc1ncoc1C(=O)Nc1cccc(Cl)c1C,-10,i
COc1cccc(CN(C)CC(=O)Nc2ccccc2C(=O)NC2CC2)c1,-6,x
COc1ccc(Oc2nc(-c3ccncc3)nc3ccccc23)cc1,-8,i
COc1ccc(/C=N/NC(=O)CN2CCCCCCC2)c(C)c1C,-34,i
O=C(CN1C(=O)S/C(=C/C=C/c2ccccc2)C1=O)Nc1ccc(C(=O)O)cc1,-2,i
Cn1c(-c2ccc3c(c2)OCO3)cnc1NCc1ccc(Cl)cc1,-25,i
COc1ccc(CN2CCN(Cc3ccco3)CC2)c(OC)c1,-6,i
C=CCN1C(=O)c2cccc3c(Br)ccc(c23)C1=O,-20,i
O=C(Nc1cccc(Cl)c1)c1ccc(F)c(S(=O)(=O)NCc2cccs2)c1,63*,i
CC(C)(C)c1ccccc1OCCOCCN1CCCCCC1,-28,i
Cc1cc(/C=C(/C#N)c2cccc(Cl)c2)c(C)n1C,-16,i
COc1ccc(/C=C/c2noc(-c3ccccc3O)n2)cc1,-13,i
OC1(C#Cc2c(-c3ccsc3)oc3ccc(N4CCOCC4)cc23)CCCCC1,-31,i
O=C(N/N=C/c1ccncc1)c1cccc(NC(=O)c2ccccc2Cl)c1,-8,i
COCCn1c(C)c(C)c(S(=O)(=O)c2ccccc2)c1N,-15,i
Nc1c(C(=O)NCc2ccco2)nnn1CC(=O)Nc1ccc2c(c1)OCO2,-15,i
O=C(CNC(=O)c1ccc(Br)o1)NCc1ccccc1Cl,x,i
O=C(/C=C/c1ccco1)Nc1cccnc1,0,i
Cc1ccc2nc(C(F)C(F)(F)F)[nH]c2c1 (stereo not given),-32,i
COc1ccc(C(=O)C2CCCN(C(=O)CSC)C2)cc1OC (stereo not given),-13,i
O=C(O)c1ccc(Cl)c(S(=O)(=O)N(Cc2ccccc2)c2ccccc2)c1,2,i
CCN1CCN(CC(=O)N2N=C(c3ccc(OC)cc3)CC2c2ccc(OC)cc2)C(=O)C1=O (stereo not given),-9,i
C=CCc1cc(Cl)ccc1OCCCNCCO,0,i
CCC(C)[C@H](NC(=O)c1cn(CC)c2cc3c(cc2c1=O)OCO3)C(=O)NCCCn1ccnc1 (stereo not given in full),-13,i
CCOC(=O)Nc1ccc2c(c1)N(C(=O)CN)c1ccccc1CC2,-18,i
CCN(C[C@H]1N[C@@](CC)(C(=O)OC)[C@H]2C(=O)N(Cc3ccccc3)C(=O)[C@@H]12)S(=O)(=O)c1ccc(OC)cc1,-13,x
Cc1ccc(-c2nnc(SCC#CCOC(=O)c3cccs3)o2)cc1,-8,i
CNC(=O)c1ccc(NC(=O)c2ccc3c(=O)n4c(nc3c2)CCC4)cc1,-4,x
Cn1c(C(=O)NN)cc2cc(OCc3ccccc3)ccc21,-12,i
O=S(=O)(Cc1noc(-c2ccc(Cl)cc2)n1)Cc1ccco1,-9,i
CCCOc1ccc(C(=O)Nc2ccc(NC(=O)c3cccs3)cc2)cc1,-3,i
O=S(=O)(c1ccc2ccccc2c1)n1cnc2ccccc21,-18,i
COc1ccc(Cl)cc1NC(=O)c1cnc2sccn2c1=O,-19,i
CN(CC(=O)Nc1ccccc1Br)C(=O)c1cccn1C,-23,i
Cc1cnc(C(=O)OCC(=O)N(CC(C)C)C2CCS(=O)(=O)C2)cn1 (stereo not given),-6,x
Nn1cnnc1SC1CCCCC1NS(=O)(=O)c1ccccc1 (stereo not given),-6,i
O=C(NCCc1ccccc1)C1COc2ccccc2O1 (stereo not given),-5,i
COc1ccc(CCC(=O)NNC(=O)Nc2ccc(OC)c(OC)c2)cc1,9,i
COc1ccccc1Nc1nc(N)nc(CSc2nnc(C)s2)n1,-24,i
CCN(CC(=O)Nc1ccc(NC(C)=O)cc1)C(=O)CCCc1nc2ccccc2c(=O)[nH]1,-9,i
CN(C)c1nc(N)nc(CSc2nnnn2-c2ccc(F)cc2)n1,-7,i
NS(=O)(=O)c1ccc(NC(=O)c2ccc(S(=O)(=O)N3CCCCC3)cc2)cc1,-5,x

Next section:
Structure,OX1R antagonist,CHT PAM
CCCCc1nc(NCCNC(=O)c2ccccc2)c(C#N)c2c1CSC(C)(C)C2,-35,i
Cc1ccc(CN2CCN(Cc3ccc(-n4cccn4)cc3)CC2CCO)cc1 (stereo not given),-25,i
COc1ccccc1NC(=O)COc1ccc(/C=N/NS(=O)(=O)c2ccc(C)cc2)cc1,-7,i
COc1ccc(N(C(C)C(=O)Nc2ccc(S(=O)(=O)N3CCCCC3)cc2)S(C)(=O)=O)cc1 (stereo not given),-14,i
O=C(NC1CCCC1)C(c1ccc(F)cc1)N(C(=O)Cc1cccs1)c1ccc2c(c1)OCCO2 (stereo not given),-21,i
CCN1CCN(CCCNC(=O)CS(=O)(=O)Cc2nc(-c3cccc(OC)c3)oc2C)CC1,-4,i
CCOc1ccccc1NC(=O)c1cc(Cl)ccc1NC(=O)c1ccco1,3,i
N#C/C(=C(\O)C(F)(F)F)c1nnc2n1CCCCC2,-1,i
O=S(=O)(c1ccc(Cl)s1)N1CCN(Cc2ccccc2)CC1,-31,i
COc1ccc(-n2c(CN3CCC(C(N)=O)CC3)nc3ccc([N+](=O)[O-])cc3c2=O)c(OC)c1,-18,i
COc1cccc2cc3c(=O)oc4ccccc4c3nc12,-12,i
Cn1c(=O)oc2cc(S(=O)(=O)N3CCC(N4CCCCC4)CC3)ccc21,-3,i
CC1CCCC(NC(=O)C2CCN(S(=O)(=O)c3cccc4nonc34)CC2)C1C (stereo not given),-12,i
COc1ccc(N2CCN(C(CNC(=O)c3cccs3)c3ccco3)CC2)cc1 (stereo not given),-18,i
O=C(NCCC1=CCCCC1)C1CCN(S(=O)(=O)c2cccc3nsnc23)CC1,-17,i
CN(C)S(=O)(=O)c1ccc(N2CCCC2)c(C(=O)OCC(=O)NC2CCCCC2)c1,-10,i
COc1ccc2nc(-c3ccccc3)cc(C(=O)N3CCC3)c2c1,-23,x
COc1ccccc1N1CCN(C2CCCN(C(=O)CCc3c(C)noc3C)C2)CC1 (stereo not given),-6,i
Cc1cccc(N2CCN(C(=O)c3cc4c(=O)n(C)c5ccccc5c4n3C)CC2C)c1 (stereo not given),-15,i
Cc1cc(C)n(-c2nc(Nc3ccccc3C)nc(-n3nc(C)cc3C)n2)n1,27,i
Cc1ccccc1-c1nc(CN(Cc2c(C)nn(C)c2C)C2CC2)c(C)o1,-34,i
CC(C)(C)c1cc(NCc2ccccn2)n2ncc(-c3ccc(Cl)cc3)c2n1,-16,i
O=C(N/N=C/c1ccc(OCC2COCCO2)cc1)c1ccc(Br)cc1 (stereo not given),-26,i
O=C(CCC1CCCCC1)Nc1c2c(nn1-c1ccc(F)cc1)CS(=O)(=O)C2,1,i
C[C@@H](NC(=O)c1nc[nH]c1C(=O)N[C@H](C)c1ccccc1)c1ccccc1,-24,x
COc1ccccc1Oc1ccc2c(c1)C(=O)N(c1ccccc1)C2=O,9,i
O=C(O)C1Cc2ccccc2CN1C(=O)c1ccco1 (stereo not given),-14,i
Cc1ccc2nc(SCC(=O)N/N=C/c3ccc(C(=O)O)cc3)cc(C)c2c1,0,i
CCCCOC(=O)Nc1ccc(S(=O)(=O)Nc2nc(C)cc(C)n2)cc1,-16,i
CC(C)[C@H](Nc1ccc(C(F)(F)F)cc1[N+](=O)[O-])C(=O)O,-3,i
N#C/C(=C/c1cn(-c2ccccc2)nc1-c1cccc(S(=O)(=O)N2CCCC2)c1)C(=O)NCc1ccco1,6,i
CCc1cccc(C)c1NC(=O)c1cccc(N(C)C)c1,-26,i
CS(=O)(=O)C1=C(O)C(=O)N(c2ccccc2)C1c1ccccc1 (stereo not given),-6,i
O=C(Cc1ccc(-n2c(=O)c3ccccc3n(Cc3cccc([N+](=O)[O-])c3)c2=O)cc1)NCC1CCCO1 (stereo not given),-19,i
OCCOCCNc1ncnc2nc[nH]c12,3,i
CCNc1cc(=O)n(C)c(=O)n1C,-10,i
CCCCC(C(=O)O)C(C)CC(=O)Nc1cccc(C(=O)O)c1 (stereo not given),16,i
CN(C)CCn1c(=O)n(C2CCCCC2)c(=O)c2c3c(sc21)CCCCC3,-20,i
O=C(c1ccco1)N1CCN(Cc2nc3cc(Cl)ccc3c(=O)[nH]2)CC1,-27,i
Cc1csc2nc(O)c(C(=O)NCCC3=CCCCC3)c(=O)n12,-17,i
COc1cccc(-n2nc(C(=O)N3CC(C)CC(C)C3)c3ccccc3c2=O)c1 (stereo not given),-25,i
O=C(c1ccccc1)N1CCC(CC2CC(c3cccc(Br)c3)=NO2)(C(=O)NCC2CCCCC2)CC1 (stereo not given),-34,i
CNC(=S)N1N=C(c2ccc(Br)cc2)CC1c1ccc(Br)cc1 (stereo not given),-19,i
COc1ccc2c(=O)c(-c3ccccc3)coc2c1,-14,i
O=C(/C=C/c1ccco1)N(Cc1ccc(Cl)cc1)C1CCS(=O)(=O)C1 (stereo not given),-20,i
Cc1ccc(S(=O)(=O)N2CCC(C(=O)OCC(=O)NCc3cccc(Cl)c3)CC2)cc1C,-8,x
COc1ccccc1Cn1c(=S)[nH]c2cc(C(=O)NCCN(C)C)ccc2c1=O,-9,i
Fc1ccc(OCc2nnc(-c3ccccc3Br)o2)c(Cl)c1,-34,i
CC1=C(C(=O)OCC(C)C)C(c2cc3c(cc2Br)OCO3)NC(=O)N1C (stereo not given),-41,i
Cc1cccc(CSC2=NCCN2C(=O)C2CC2)c1,-20,i

Following part.
Structure,OX1R antagonist,CHT PAM
O=C(Nc1ccccc1C(=O)N1CCCCCC1)c1ccc(F)cc1,-17,i
Nc1nnc(SCc2coc(-c3ccc(Cl)cc3)n2)s1,-7,i
CN(C)CCCNc1c2c(nc3cc(-c4cccc(F)c4)nn13)CCC2,-10,i
O=C1c2cnc3ncnn3c2CC2c3ccccc3CCN12 (stereo not given),-4,i
Cc1c(Cl)cccc1-n1cnc(=O)c2ccccc21,-10,i
COc1ccccc1NC(=O)CCn1c(=S)oc2ccccc21,-8,i
COC(=O)C1=C(C)N(CCc2ccccc2)C(=O)C1,-27,i
CS(=O)(=O)N1CCCC(C(=O)NCCc2ccc(Cl)cc2)C1 (stereo not given),-8,i
Cc1cc(=O)n2c(n1)NC(=NCc1ccccc1)NC2c1ccccc1 (stereo not given),-13,i
CC(=O)N1CCc2cc(S(=O)(=O)NCCN3CCC(C)CC3)ccc21,-17,i
Cc1ccc(NC(=S)N2CCN(C(=O)C3CCCO3)CC2)c(C)c1 (stereo not given),-2,i
O=C(COc1cccnc1[N+](=O)[O-])Nc1c(Cl)cccc1Cl,-15,x
CCOc1ccc(S(=O)(=O)N(CC)CC(=O)N2CCOCC2)cc1C,-27,i
O=C(NCCc1ccc(C(F)(F)F)cc1)c1ccc2c(c1)OCO2,16,x
NS(=O)(=O)c1ccc(CCNC(=O)c2cccc(OC(F)F)c2)cc1,0,i
COc1cc(C2c3c(oc4c(C)cc(C)cc4c3=O)C(=O)N2Cc2cccnc2)ccc1O (stereo not given),-23,i
Cc1ccc2nc(C(Cl)(Cl)Cl)nc(N/N=C/c3ccncc3)c2c1,-11,i
O=C(Nc1ccnc(-c2cccnc2)n1)c1cccc(Cl)c1Cl,-16,i
Cc1cc(OCC(=O)NCc2ccccn2)c2c(C)c(Cc3ccccc3)c(=O)oc2c1,-10,i
O=C(NCCCO)C(=O)NCC1OCCCN1S(=O)(=O)c1cccs1 (stereo not given),-15,i
CN(C)/C=N/c1c(C(=O)NCc2ccccc2)nnn1Cc1ccccc1,-15,i
CCCCNC(=O)c1ccc2c(OCC)n(CCCC)nc2c1,-35,i
